Source: PubChem BioAssay
PNC inhibitor: High Content Assay for Compounds that inhibit the Assembly of the Perinucleolar Compartment | PC3M PTB-GFP, PNC prevalence imaging, 16 h; stronger effect = lower value | activity change (PNC), negative = inhibition, % at 10 µM | 140,000 compounds, 3.1% hits;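 active = readout at or below -70, meaning at least 70% loss of cells showing the perinucleolar compartment, a nuclear body marking cancer cells; inconclusive = readout between -30 and a set limit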;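 note: plate controls were DMSO wells for no effect and camptothecin positive control wells for full effect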
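Read-out is percentage of cells bearing a perinucleolar compartment, from automated 20x imaging of fixed, Hoechst-stained PC3M PTB-GFP cells. Cells were seeded 4 h, then exposed 16 h to compound (23 nl of library stock) in duplicate plates.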
IMPase inh: qHTS Assay for Identifying the Cell-Membrane Permeable IMPase Inhibitors | Inositol monophosphatase 1 (Rattus norvegicus), P97697 | CHO-M1 cells, IP1 accumulation, HTRF TR-FRET ratio | inhibition (IP1 accumulation), % at 46.1 µM | 120,000 tested, under 10 active | AID 901, 2007; active = well fitted curve in the direction sought with a large enough effect in the signal ratio, not every such curve was filed as active; inconclusive = small, poorly fitted or top-dose-only effect, or a change in a side signal; inactive = no such curve, though single readings can be large or run the other way; the % refers to the signal ratio;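 note: cells stimulated with carbachol in lithium chloride buffer; plate controls were DMSO basal wells for no effect and reference inhibitor wells for full effect; higher means more IMPase inhibition seen as more IP1 and lower FRET ratio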
Target sequence (P97697 whole entry, looked up): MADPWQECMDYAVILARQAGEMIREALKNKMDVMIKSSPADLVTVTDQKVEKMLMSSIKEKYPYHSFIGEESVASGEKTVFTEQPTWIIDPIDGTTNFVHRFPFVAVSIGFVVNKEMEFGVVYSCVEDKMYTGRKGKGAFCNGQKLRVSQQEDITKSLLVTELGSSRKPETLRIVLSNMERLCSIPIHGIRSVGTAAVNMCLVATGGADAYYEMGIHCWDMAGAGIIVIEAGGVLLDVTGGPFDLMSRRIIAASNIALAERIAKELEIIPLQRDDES
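The IP-One HTRF competitive assay in carbachol-stimulated CHO-M1 cells quantifies cellular IP1. Compounds spanned up to 46 uM final, and activity is expressed as AC50 from concentration-response fits of the ratio and donor data.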
12-hLO inh: qHTS Assay for Inhibitors of 12-hLO (12-human lipoxygenase). purified 12-hLO, xylenol orange hydroperoxide absorbance. Potency, µM (titrated, usually from 57.1 µM), inactives show at the top dose activity change, negative = inhibition, hits mostly inhibitors. 150,000 compounds, 0.12% hits. AID 1452, 2008; note: potency is the fitted concentration of half-maximal effect; nearly all actives have a fitted effect of over 55% in size; many of its hits are not listed in these tables
Target sequence (P18054 whole entry, looked up): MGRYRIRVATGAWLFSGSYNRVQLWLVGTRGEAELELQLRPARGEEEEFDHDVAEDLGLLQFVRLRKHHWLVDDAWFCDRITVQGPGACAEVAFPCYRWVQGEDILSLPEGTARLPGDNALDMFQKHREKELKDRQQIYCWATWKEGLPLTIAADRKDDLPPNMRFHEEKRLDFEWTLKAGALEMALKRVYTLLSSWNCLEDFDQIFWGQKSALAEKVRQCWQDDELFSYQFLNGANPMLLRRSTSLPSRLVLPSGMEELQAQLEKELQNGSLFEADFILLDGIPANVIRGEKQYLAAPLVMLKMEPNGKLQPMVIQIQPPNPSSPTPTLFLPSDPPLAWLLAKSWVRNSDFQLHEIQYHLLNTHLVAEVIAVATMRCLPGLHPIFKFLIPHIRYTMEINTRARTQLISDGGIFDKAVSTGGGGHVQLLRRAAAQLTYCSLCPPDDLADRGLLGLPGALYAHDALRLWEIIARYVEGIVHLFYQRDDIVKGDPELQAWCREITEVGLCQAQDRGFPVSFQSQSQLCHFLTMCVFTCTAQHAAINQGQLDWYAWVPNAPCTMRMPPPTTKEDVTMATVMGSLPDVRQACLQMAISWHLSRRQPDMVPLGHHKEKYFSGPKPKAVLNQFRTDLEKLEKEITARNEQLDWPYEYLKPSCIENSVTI
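Hydroperoxide output read as Fe(III)-xylenol orange absorbance, 573-to-405 nm ratio, after 30 min reaction with 40 uM arachidonic acid. Enzyme: 150 nM purified human 12hLO, 15 min compound preincubation; 25 mM Hepes pH 7.0, room temperature.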
ALOX15B inhib: qHTS Assay for Inhibitors of 15-hLO-2 (15-human lipoxygenase 2) | 110,000 compounds, 0.56% hits | purified 15hLO-2, xylenol orange hydroperoxide absorbance | Polyunsaturated fatty acid lipoxygenase ALOX15B (Homo sapiens), O15296 | Potency, µM (highest dose often 57.1 µM), without a hit: top-dose activity change, negative = inhibition, usual class: inhibitors; note: potency is the fitted concentration of half-maximal effect; nearly all actives have a fitted effect of over 60% in size; many of its hits are not listed in these tables
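Screening format was qHTS against 50 nM purified 15hLO-2 in Hepes pH 7.5 with detergent. Activity follows hydroperoxide formation from 45 uM arachidonic acid, measured as 573:405 nm absorbance ratio of the ferric-xylenol orange complex.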
* = called active by the depositor; ? = inconclusive; / = no result given; & = joins results of further samples; [ ] = remark or other dose. Unless noted, calls come from the whole dose curve; as a rule, active = well fitted curve in the direction sought with a large enough effect; inconclusive = small, poorly fitted or top-dose-only effect, or another doubt; inactive = no such curve, though single readings can be large; an effect the other way counts as inactive or inconclusive. Unless noted, % is set by controls: 0 for no effect and ±100 for the full control effect. Some of the compounds tested; rates above refer to the full screens.

SMILES	PNC inhibitor	IMPase inh	12-hLO inh	ALOX15B inhib
CC1CCN(C(=O)COC(=O)c2ccc(Br)o2)CC1	1	7	10%	0%
COc1ccc(CNS(=O)(=O)c2cc(OCC(N)=O)c(C)cc2Cl)cc1	13	?	0%	-11%
COc1ccc(CC(=O)c2c(O)cc(O)cc2O)cc1OC	16	2	-4%	-3%
CC(C)Sc1nc(N2CCOCC2)c2c(c1C#N)CC(C)(C)N(C)C2	5	-4	1%	30%[activator]
O=C(CCc1nc(-c2ccccc2)c(-c2ccccc2)o1)OCc1ccc(Cl)cc1	110	6	-5%	/
Cc1ccc(S(=O)(=O)N(CC(=O)N=Nc2c(O)[nH]c3ccccc23)c2cccc(C)c2)cc1	?	0	-10%	/
CC(=O)SC1CC2=CC(=O)CC[C@@]2(C)C2CC[C@@]3(C)[C@@H](CC[C@@]34CCC(=O)O4)C12 (stereo partly specified)	/	/	-1%	0%
C=CCOC(=O)C1=C(C)OC(N)=C(C#N)C1c1ccc(F)cc1 (stereo unspecified)	-11	9	-21%	-7%
c1ccc(-n2ncc3c(NCc4ccco4)ncnc32)cc1	31	3	-3%	9%
Cc1ccc(-c2cc(C)nc3ncnn23)cc1	-1	0	0%	1%
Cc1ccc(NC(=O)c2ccccc2[N+](=O)[O-])nc1	?	/	1%	/
CN(Cc1ccccc1)c1oc(-c2ccco2)nc1C#N	-2	13	-3%	-4%
CC1(C)N(O)CC(c2cccs2)=[N+]1[O-]	2	6	4%	-5%
O=C(O)c1ccc(-n2c(-c3cc(-c4ccco4)[nH]n3)n[nH]c2=S)cc1	-16	1	-1%	4%
COc1ccccc1-n1c(C)nc(=O)c(-c2ccccc2)c1C	-9	6	-1%	4%
Cc1cccc(N2CN(Cc3cccnc3)CNC2=S)c1C	4	11	-3%	/
C/C=C/Cn1c(SCCCc2ccccc2)nc2c1c(=O)[nH]c(=O)n2C	-119*	0	-10%	/
O=C(CCSc1ccccc1)NCc1cccnc1	-22	/	-5%	/
CCOc1c(Br)cc(/C=C2/SC(=O)N(CC(=O)N3CCCC3)C2=O)cc1OC	18	5	2%	7%
COc1ccccc1N1CCN(C(=O)C(C)N(c2ccc(C)cc2)S(C)(=O)=O)CC1 (stereo unspecified)	8	6	-8%	-7%
Cc1nc2c(c(=O)n1CCC(C)C)c1nc3ccccc3nc1n2Cc1ccc2c(c1)OCO2	-2	?	-2%	-10%
c1cncc(Cc2cc3ccccc3[nH]2)c1	37	/	-6%	/
COc1ccc(C(=O)O)cc1NS(=O)(=O)c1cccc2nsnc12	-17	10	10%	3%
CC(=O)c1cnc2ncnn2c1C	-113*	/	-3%	/
Cc1ccc(NC(=O)CSc2nnc(CNC(=O)C34CC5CC(CC(C5)C3)C4)n2-c2ccc(F)cc2)cc1	9	?	-2%	/
COc1ccc(/C=C/C(=O)c2cc(F)ccc2OC(=O)c2ccc(OC)c(OC)c2)cc1OC	47	/	-7%	/
CC(NC(=O)Nc1ccc(Cl)cc1)C(c1cccs1)N1CCOCC1 (stereo unspecified)	-19	-5	0%	1%
COc1ccc(NC(=O)N2CCN(c3nc(-c4cccc(OC)c4)cs3)CC2)cc1	130	37[activator]	2%	/
O=C(CNC(=O)c1ccccc1)OCc1cc(=O)n2cc(Br)ccc2n1	39	/	2%	/
CC(C)NC(=S)NC1(C)CCS(=O)(=O)C1 (stereo unspecified)	-29	-10	-2%	/
O=C(N/N=C/C1CCCCC1)c1ccccn1	1	2	1%	34%[activator]
Cc1ccc(/C=C(/C#N)c2nc(CCN3C(=O)c4ccccc4C3=O)cs2)cc1	72	0	7%	-8%
CC(=O)N1CCCc2cc(S(=O)(=O)NCc3ccc(C)cc3)ccc21	40	-1	-1%	-3%
COC(=O)c1ccccc1NC(=O)CSc1nnc(C(CO)NC(=O)c2ccccc2)n1C (stereo unspecified)	22	-3	1%	1%
COc1cccc(C(=O)Nc2cc(C)ccc2NC(=O)COc2ccccc2)c1	20	1	-7%	1%
CN(Cc1ccc(F)cc1)C(=O)COc1ccccc1-c1ccccc1	?	-4	-3%	/
COC(=O)c1c(NC(NC(=O)C(C)C)C(Cl)(Cl)Cl)sc2c1CCCC2 (stereo unspecified)	70	/	-7%	/
COCCCNC(=O)CCc1nc(-c2ccccc2Cl)no1	?	-5	1%	2%
Cn1c(=O)c2c(nc(NCc3cccnc3)n2Cc2ccc(Cl)cc2)n(C)c1=O	14	4	0%	-1%
O=C(Nc1ccccc1)O/N=C/c1ccccc1Cl	30	-8	2%	14%
Cc1cc([N+](=O)[O-])ccc1N	/	/	-3%	-17%
COc1cc(C=O)ccc1OCCSc1ccc(Cl)cc1	68	-7	4%	9%
COC(=O)c1cc(-c2ccc(C)o2)nc2ccccc12	70	/	-10%	/
CC(=O)Nc1ccc(OCC(O)Cn2cnc3ccccc32)cc1 (stereo unspecified)	-5	-2	-2%	-2%
Cc1cc(NC(=O)CSc2nc3ccccc3n2CC(=O)N2CCCCC2)no1	8	4	-3%	3%

Copied from the list.
ALOX15B inhib, C=CCOC(=O)C1=C(C)OC(N)=C(C#N)C1c1ccc(F)cc1 (stereo unspecified) stands at -7%
PNC inhibitor, COc1ccc(CNS(=O)(=O)c2cc(OCC(N)=O)c(C)cc2Cl)cc1 stands at 13

6 records picked at random from those above, as already listed:
SMILES	PNC inhibitor	IMPase inh	12-hLO inh	ALOX15B inhib
COC(=O)c1cc(-c2ccc(C)o2)nc2ccccc12	70	/	-10%	/
COc1cccc(C(=O)Nc2cc(C)ccc2NC(=O)COc2ccccc2)c1	20	1	-7%	1%
Cc1cc([N+](=O)[O-])ccc1N	/	/	-3%	-17%
Cc1cc(NC(=O)CSc2nc3ccccc3n2CC(=O)N2CCCCC2)no1	8	4	-3%	3%
CN(Cc1ccc(F)cc1)C(=O)COc1ccccc1-c1ccccc1	?	-4	-3%	/
COC(=O)c1ccccc1NC(=O)CSc1nnc(C(CO)NC(=O)c2ccccc2)n1C (stereo unspecified)	22	-3	1%	1%

Carrying on.
SMILES	PNC inhibitor	IMPase inh	12-hLO inh	ALOX15B inhib
CN(C)Cc1c[nH]c2nc[nH]c(=O)c12	/	/	-9%[11.4 µM]	-6%[11.4 µM]
O=[N+]([O-])c1nccn1C[C@H](O)CN1CCCCC1	/	/	5%[11.4 µM]	-7%[11.4 µM]
COc1ccccc1-c1nc(C#N)c(N2CCN(Cc3ccccc3)CC2)o1	?	10	10%	30%[activator]
CCOc1cc(C2CC(=O)NC3=C2C(=O)C(C(=O)OC)C(C)C3)cc(Cl)c1O (stereo unspecified)	-9	-2	-8%	-1%
COc1ccccc1NC(=O)CSc1nnc(-c2ccc(NC(C)=O)cc2)n1C	-2	-9	-6%	-6%
CCn1cc(C(=O)NCc2ccc(Cl)cc2)c(=O)c2cc(S(=O)(=O)N3CCOCC3)ccc21	-6	3	-9%	-7%
CC(C)N(CCCNC(=O)CC1Oc2ccccc2NC1=O)Cc1ccccc1 (stereo unspecified)	-22	10	-7%	8%
COc1ccccc1NC(=O)C(=O)N/N=C(\C)CC(=O)Nc1ccc(OCc2ccccc2)cc1	87	-6	7%	30%[activator]
Cc1ccc2nnnc(-c3ccccc3)c2c1	10	/	0%	/
Cc1cc2c(cc1Cl)C(c1ccc3c(c1)OCO3)CC(=O)O2 (stereo unspecified)	/	/	2%[0.00818 µM]	-9%[0.0915 µM]
CCC(C)C(=O)Nc1nc2c(s1)C(=O)CC(C)(C)C2 (stereo unspecified)	-119*	-4	4%	/
COc1ccc(OC(C)C(=O)N2CC(C)OC(C)C2)cc1 (stereo unspecified)	-14	2	0%	5%[2.29 µM]
CCOc1cc(C(=O)Nc2nnc(C)s2)cc(OCC)c1OCC	89	-5	0%	/
COc1ccc(-c2cc(C(=O)Nc3cc(C)nn3-c3ccccc3)no2)cc1	19	4	0%	-22%
COc1c(CC(=O)c2cc3c(cc2O)OC(C)(C)C(O)C3)ccc2c1C=CC(C)(C)O2 (stereo unspecified)	/	/	-3%	13%
COc1ccc(-n2nnnc2-c2cnc(N3CCCC3)nc2C(F)(F)F)cc1	71	8	4%	-4%
O=C(CCNc1cccc(C(F)(F)F)c1)c1ccco1	16	1	5%	8%
CCc1cc2cc(C(=O)Nc3ccccc3F)sc2s1	10	6	-8%	2%
Cc1cc(C(=O)NCc2cc(C)n(C)n2)sc1-c1ccccc1	?	5	-2%	1%
CCOc1ccc(NCc2nnc(SCc3ccc(Cl)cc3)n2-c2ccccc2)cc1	-27	/	1%	/
COc1ccc(CCNc2oc(-c3ccccc3OC)nc2C#N)cc1OC	-25	9	1%	-1%
Cc1cc(/C=C2/NC(=O)N(Cc3ccccc3F)C2=O)c(C)n1C	?	/	-2%	/
Cn1c(Cn2c(=O)sc3ccccc32)nnc1SCC(=O)N1CCN(c2ccccc2)CC1	-12	-20	-1%	/
COc1ccc(CCn2c(=N)c(C(=O)NCc3ccco3)cc3c(=O)n4cccc(C)c4nc32)cc1	-9	6	-8%	9%
Cc1noc(C)c1C(=O)N1CCC[C@@]2(CCN(C(=O)Nc3cccc(C#N)c3)C2)C1	/	/	5%	-2%
O=C(COC(=O)CCC1CCCCC1)Nc1ccc(OC(F)F)cc1	-8	-8	-8%	6%
CC(C)(C)c1ccc(CS(=O)(=O)CC2(O)CCN(C(=O)c3cccc(C(F)(F)F)c3)CC2)cc1	29	-1	1%	-6%
CCN(CC)CCNC(=O)c1cc(Sc2nnc(C)s2)nc2ccccc12	-22	/	2%	/
CN(C)CCNC(=O)c1ccc(-c2nn(C)c(=O)c3ccccc23)cc1	?	-7&-4	5%	0%
COc1ccc(N2C(=O)CCC(C(=O)c3ccccc3)=C2C)cc1	16	-6	-4%	-3%

Of the compounds above, these contain bromine.
SMILES	PNC inhibitor	IMPase inh	12-hLO inh	ALOX15B inhib
CC1CCN(C(=O)COC(=O)c2ccc(Br)o2)CC1	1	7	10%	0%
CCOc1c(Br)cc(/C=C2/SC(=O)N(CC(=O)N3CCCC3)C2=O)cc1OC	18	5	2%	7%
O=C(CNC(=O)c1ccccc1)OCc1cc(=O)n2cc(Br)ccc2n1	39	/	2%	/

Later entries:
SMILES	PNC inhibitor	IMPase inh	12-hLO inh	ALOX15B inhib
CCCC(=O)Nc1cccc(-c2cn3ccsc3n2)c1	-7	-11	-3%	-5%
CC(=O)Nc1cccc(-c2nnc(-c3ccccc3)o2)c1	38	0	0%	2%[2.29 µM]
CCCCOc1ccc(NC(=O)CSc2nnnn2C)cc1	7	3	-3%	4%
O=C1CC(=C(c2ccccc2)c2ccccc2)C(=O)N1CCCN1CCN(c2cccc(Cl)c2)CC1	27	-1	-7%	42%[activator]
O=C1CC(c2ccccc2)c2cc(O)ccc2O1 (stereo unspecified)	0	8	-2%	/
Cc1ccccc1CS(=O)(=O)Cc1ccc(C(=O)NCC2CCCO2)o1 (stereo unspecified)	11	3	1%	1%
CC1=C(C(=O)Nc2ccc(C)cc2C)C(c2ccc([N+](=O)[O-])cc2)n2ncnc2N1 (stereo unspecified)	?	2	0%	10%
O=C(NCc1ccccc1)c1ccc(Cl)cc1[N+](=O)[O-]	35	-2	-4%	-10%
OC(CSc1c(Cl)cccc1Cl)CN1CCN(c2ccc(F)cc2)CC1 (stereo unspecified)	?	-2[1.84 µM]	-11%	11%[11.4 µM]
O=C(c1ccc(Oc2ccc(C(F)(F)F)cc2[N+](=O)[O-])cc1)N1CCOCC1	0	/	-7%	/
